EWS-Fli block: blocks EWS/Fli oncoprotein-driven transcription. inhibition, % at 12.6 µM. AID 651661. 350,000 compounds, 0.67% hits. A673 NR0B1-luciferase reporter, viability-normalised;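 active = mean inhibition of at least 50% after viability correction, with every replicate also passing that limit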;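 also: firefly luciferase signal divided by Alamar Blue viability fluorescence both relative to DMSO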
FN deposition inh: fibronectin deposition inhibition; AH1F fibroblasts, Alexa488-fibronectin deposition fluorescence, overnight; inhibition, % at 12.6 µM; 350,000 compounds, 0.086% hits; AID 743247;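 active = mean inhibition across replicates of 30% or more, regardless of how many single replicates reach that level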;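 also: positive control wells lacked labelled fibronectin entirely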
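Schedule: 1 h cell adhesion before compound, then overnight fibronectin incubation; test system: AH1F fibroblast monolayer depositing Alexa488-labelled fibronectin into matrix; quantity: 10000 AH1F cells per well; probe or stimulus: fluorescent fibronectin at 24 nM final; signal: fluorescence, ex 485 nm, em 525 nm; evaluation: percent inhibition as loss of matrix-bound fibronectin fluorescence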
S100A4 inh HTS: blocks human S100A4 binding to myosin IIA peptide. inhibition, % at 10.7 µM. P26447. 360,000 compounds, 0.14% hits. S100A4/TAMRA-MyoIIA peptide fluorescence polarization;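 active = mean inhibition of at least 70% across replicates, with every replicate also reaching that level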
Target sequence (P26447 whole entry, looked up): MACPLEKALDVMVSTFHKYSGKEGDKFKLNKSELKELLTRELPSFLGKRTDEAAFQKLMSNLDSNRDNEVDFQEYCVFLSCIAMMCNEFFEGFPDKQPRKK
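Material: human S100A4 monomer with TAMRA-labelled myosin IIA peptide; buffer or medium: HEPES pH 7.2 with CaCl2, KCl, NaCl, DTT, Triton; compound dosing: one concentration per compound; schedule: 5 min incubation before reading; benchmarks: neutral control DMSO, positive control TFP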
RAD52 anneal inh: blocks human RAD52 DNA annealing; inhibition, % at 18.7 µM; P43351; recombinant RAD52 DNA annealing, FRET fluorescence; 360,000 compounds, 0.46% hits; AID 651710;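 active = every replicate showing at least 50% inhibition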
RAD54 branch: inhibitors of human RAD54 branch migration | 360,000 compounds, 0.14% hits | Q92698 | inhibition, % at 10.4 µM | RAD54 Holliday junction branch migration, FAM/BHQ fluorescence | AID 602329;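 active = mean normalized replicate activity at least 40 and at least half of replicates scoring 40 or more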;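 also: 0% = median of neutral control wells and 100% = median of positive control wells; inhibitors cause a drop in the FAM fluorescence signal; in these data hits start at about 50%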
E-selectin induc: induces E-selectin expression in human endothelial cells; P16581; HUVEC E-selectin immunofluorescence imaging; normalized: neutral wells 0, TNF-alpha wells 100; activation, % at 7.58 µM; 260,000 compounds, 0.37% hits; AID 686992;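 active = mean E-selectin-positive cell signal at least 10% of the positive control, reached in at least 60% of replicates, without over 20% cell loss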;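 also: in these data hits start at about 27%; measured in HUVEC primary endothelial cells; signal is the percent of cells scored E-selectin positive by PE staining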
Target sequence (P16581 whole entry, looked up): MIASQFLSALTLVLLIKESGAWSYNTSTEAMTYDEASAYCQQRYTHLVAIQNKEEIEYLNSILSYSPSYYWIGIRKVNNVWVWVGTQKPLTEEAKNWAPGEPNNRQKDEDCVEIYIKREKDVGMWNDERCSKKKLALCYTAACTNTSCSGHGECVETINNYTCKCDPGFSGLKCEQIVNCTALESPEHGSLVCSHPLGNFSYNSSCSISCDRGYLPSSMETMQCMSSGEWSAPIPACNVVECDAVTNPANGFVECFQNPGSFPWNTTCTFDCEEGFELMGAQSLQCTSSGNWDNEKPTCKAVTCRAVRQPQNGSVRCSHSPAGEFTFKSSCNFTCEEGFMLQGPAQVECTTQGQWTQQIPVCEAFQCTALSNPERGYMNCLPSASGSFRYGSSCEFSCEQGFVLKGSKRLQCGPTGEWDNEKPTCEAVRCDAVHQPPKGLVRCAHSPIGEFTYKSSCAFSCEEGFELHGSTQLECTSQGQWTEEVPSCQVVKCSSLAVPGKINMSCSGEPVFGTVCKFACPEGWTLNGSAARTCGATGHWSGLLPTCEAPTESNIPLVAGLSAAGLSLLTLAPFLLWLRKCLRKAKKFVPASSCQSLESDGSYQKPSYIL
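Read-out: % PE-positive cells | Test system: HUVEC | Doses: One compound dose added by pin transfer | Buffer or medium: EGM-2 over gelatin coat | Signal: Immunofluorescence imaging | Benchmarks: TNF-alpha, DMSO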
esBAF inh: SWI/SNF esBAF complex inhibition; mouse ES cells, Bmi1-luciferase knock-in reporter, 24 h; 100% = twice the neutral-well signal; reporter increase, % at 12.5 µM; 350,000 compounds, 2% hits; AID 602393; in the data active = activation above about 40%;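 also: 0% = median of the plate's neutral control wells and 100% = double that signal; a rise in the Bmi1 reporter signal indicates esBAF inhibition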
Xi reactivation: activators of X-chromosome reactivation in mouse fibroblasts; AID 743238; activation, % at 7.58 µM; 360,000 compounds, 0.055% hits; XiGFP mouse fibroblasts, % GFP-positive cells imaging, 3 d; cells co-treated with 5-aza-dC sensitizer; scaled so ellipticine positive control = 100%;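 active = mean normalized replicate activation at least 10% and every replicate at or above 10%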;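 also: 0% = median of on-plate neutral control wells and 100% = ellipticine 6 µM median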
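material = 68-5-11 XiGFP fibroblast line | medium = DMEM plus 5-aza-dC sensitizer | schedule = 3 days compound exposure | benchmarks = positive control ellipticine, 6 µM final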
* = called active by the depositor; · = no result given; & = joins results of further samples. This is a random part of the collection. About 3% of those tested had a hit in this group.

SMILES	EWS-Fli block	FN deposition inh	S100A4 inh HTS	RAD52 anneal inh	RAD54 branch	E-selectin induc	esBAF inh	Xi reactivation
COc1ccc(NC(=O)Nc2ccc3c(c2)CC(=O)N([C@H](C)CO)C[C@H](C)[C@@H](CN(C)Cc2ccc(Oc4ccccc4)cc2)O3)cc1	5	·	4	67*	-1	12	-2	0.6
O=C(CNC(=O)c1ccc(Br)cc1)OC1CCOC1=O (stereo not given)	-2	-17	-5	-1	1	-0.1	1	0.1
COc1ccc(S(=O)(=O)N(C)C[C@@H]2OCCCC[C@@H](C)Oc3ccc(NC(=O)CCC(F)(F)F)cc3C(=O)N([C@H](C)CO)C[C@H]2C)cc1	0	·	6	-46	0	0.2	3	-0.6
O=C(CCN1CCCCC1)N[C@H]1CC[C@@H](CCNS(=O)(=O)c2ccc(Cl)cc2)O[C@H]1CO	2	·	82*	12	-1	-1.6	-2	-0.2
Fc1cc2[nH]c(=S)[nH]c2c(Br)c1N1CCSCC1	-22	-13	5	-13	-5	0.1	11	0.0
CCCN1CCN(S(=O)(=O)c2ccc(-c3cc(C)no3)s2)CC1	·	4	-3	-11	·	·	-2	0.0
C(=C\n1nnc2ccccc21)/c1ccccn1	-11	1	-3	-2	-1	-0.1	-13	0.1
O=C(c1ccccn1)N1CC2(C1)[C@H](c1ccccc1)[C@@H](CO)N2Cc1ccccc1	-5	2	-10	-12	·	0.0	·	0.2
O=C(O)c1ccc(OCC(F)(F)F)nc1	-1	2	-10	2	·	10	·	0.3
Nc1ccc2c3c(ccc([N+](=O)[O-])c13)CC2	5	2	1	0	-9	0.4	-13	-0.1
COc1ccc(NC(=S)N(CCN2CCOCC2)Cc2cc3cc4c(cc3[nH]c2=O)OCO4)cc1	1	-8	2	-17	·	·	·	0.2
C[C@@H]1CN([C@@H](C)CO)C(=O)c2cc(C#Cc3cccc(F)c3)cnc2O[C@H]1CN(C)C(=O)C1CCCCC1	5&23&11	5	9&-5&-6	-32&3&-13	-10&-4&0	-0.6&0.0	-2&-1&6	-0.1&0.3

Results in E-selectin induc and FN deposition inh, for some of the entries so far:
canonical_smiles,E-selectin induc,FN deposition inh
COc1ccc(NC(=S)N(CCN2CCOCC2)Cc2cc3cc4c(cc3[nH]c2=O)OCO4)cc1,·,-8
O=C(CCN1CCCCC1)N[C@H]1CC[C@@H](CCNS(=O)(=O)c2ccc(Cl)cc2)O[C@H]1CO,-1.6,·
COc1ccc(NC(=O)Nc2ccc3c(c2)CC(=O)N([C@H](C)CO)C[C@H](C)[C@@H](CN(C)Cc2ccc(Oc4ccccc4)cc2)O3)cc1,12,·
CCCN1CCN(S(=O)(=O)c2ccc(-c3cc(C)no3)s2)CC1,·,4
C(=C\n1nnc2ccccc21)/c1ccccn1,-0.1,1

Continued.
SMILES	EWS-Fli block	FN deposition inh	S100A4 inh HTS	RAD52 anneal inh	RAD54 branch	E-selectin induc	esBAF inh	Xi reactivation
COc1ccc(OCc2cc(C(=O)NCC3CCCCO3)no2)c(Cl)c1 (stereo not given)	-65	-1	-1	-10	8	-0.7	37	0.0
COc1cccc(S(=O)(=O)N2CCCCN3[C@H](C2)[C@H](c2ccc(C#CC(C)C)cc2)[C@@H]3CO)c1	23	·	1	-9	7	-0.6	·	0.3
O=C(NC(=S)NNC(=O)c1ccccc1O)c1ccc(F)cc1	-4	-5	-4	-4	-6	·	19	0.0
O=C1N=C(N2CCOCC2)SC1=Cc1ccco1	5	-1	1	-75	5	-0.3	1	0.0
O=C(C[C@H]1CC[C@@H]2[C@H](COC[C@@H](O)CN2C(=O)Nc2cccc(Cl)c2)O1)NCc1ccccc1F	-11	-4	8	-1	-1	0.2	5	0.0
C[C@@H]1CN([C@@H](C)CO)C(=O)c2cc(NC(=O)Nc3cccc4ccccc34)ccc2O[C@@H]1CN(C)S(=O)(=O)c1cn(C)cn1	2	·	7	6	-6	0.2	6	0.1
NCCCC(=O)N1c2ccccc2Sc2ccc(Cl)cc21	7	5	-1	2	-4	1.2	-8	-0.1
COc1ccc(Oc2ccccc2C#N)cc1	3	5	-2	-1	·	-0.8	·	0.3
COC(=O)c1ccccc1NC(=O)c1ccccc1N(C)S(=O)(=O)c1ccccc1	-1	-1	0	-15	-7	0.0	·	0.0
CC1CCN(c2c(NCC3CCC(C(=O)N4CCCCC4)CC3)c(=O)c2=O)CC1 (stereo not given)	-2	-2	0	-7	2	-0.1	-8	-0.2
COc1cc2c(cc1OC)CN(C(=O)C1CCN(S(=O)(=O)c3ccccc3F)CC1)CC2	·	-2	5	-16	-10	3.4	1	0.0
COc1ccccc1CCNC(=O)CSc1nc(=O)[nH]c2c1CCC2	1	-3	1	-4	1	0.0	-1	0.1
O=C(COC(=O)c1ccc(OC(F)(F)F)cc1)NCCN1C(=O)CSC1=O	-1	-8	4	-11	0	·	-2	-0.2
Cc1ccc[n+](CC(=O)c2ccc(NC(=O)c3ccccc3)cc2)c1C	-14	-1	-1	-11	15	5.2	·	0.0
CCN(CC(=O)Nc1c(F)cccc1F)C(=O)Cc1sc(C)nc1-c1ccc(F)cc1	1	2	-4	-3	6	1.0	3	0.3
CCOC(=O)C1=CN(CC)CCC1=O	-1	-5	-1	-4	-1	0.1	1	0.2
FC(F)Sc1ccc(-n2c(-c3ccc(Cl)cc3)c[n+]3c2CCC3)cc1	9	-5	3	-35	·	0.2	·	0.0
COc1ccc([C@@H]2C[C@H]3[C@@H](CN2S(=O)(=O)c2ccccc2)C(=O)C[C@@H](c2ccc(OC)cc2)N3S(=O)(=O)c2ccccc2)cc1	-6	·	2	-28	-6	·	5	0.0
COc1cccc(CN2[C@@H](CO)[C@H](c3ccccc3)C23CN(C(=O)C2CC2)C3)c1	-13	4	-11	-7	·	0.0	·	0.3
CC(=O)c1sc(NC(=O)COc2ccc([N+](=O)[O-])cc2)nc1C	-4	-2	1	-45	2	·	-3	0.0
O=C(Nc1nc(-c2ccc3c(c2)OCCO3)cs1)C1CCCC1	-9	-9	-5	-18	·	·	·	-0.1
CCCC(=O)N1C[C@H]2[C@@H](c3ccccc31)[C@H](CO)N2C(=O)Nc1ccc(F)cc1	0	3	0	-6	-6	0.2	5	0.0
Cc1nn(C)cc1-c1n[nH]c(=S)n1-c1ccc(Cl)cc1	-1	-3	-2	-13	-4	0.5	-2	0.0
COc1cccc(S(=O)(=O)N(C)C[C@@H]2OCc3ccccc3-c3c(n(C)c4ccccc34)C(=O)N([C@H](C)CO)C[C@H]2C)c1	20	5	-16	12	0	0.4	3	0.4
CC(C)C[C@H]1CN(CCCC[C@H]2CNC(=O)C(=O)N2CCc2ccc(O)cc2)C(=O)C(=O)N1CCc1ccccc1	-1	0	-2	-5	·	·	·	0.4
O=C(CN(CC1CCCO1)C(=O)CNS(=O)(=O)c1ccc(F)cc1)NCCc1ccccc1 (stereo not given)	2	4	7	-11	-3	·	-3	0.0
CC(C)CC1NC(=O)c2ccccc2-n2c1nc1ccccc1c2=O (stereo not given)	-4	1	-1	-18	·	0.0	·	-0.1
COc1ccc(N(C(=O)c2ccco2)C(C(=O)NC2CCCC2)c2ccc(N3CCOCC3)cc2)c(OC)c1 (stereo not given)	6	-1	-8	6	-3	-0.1	2	0.2
Cc1ccc2[nH]c(-c3ccccc3)cc(=O)c2c1	58*	-14	-3	2	-4	2.6	-6	0.5
CC(C)c1nnc(NC(=O)CCC(=O)NC2CC2)s1	-6	-2	30	-2	-5	·	-4	0.1
CC(C)CC#Cc1cnc2c(c1)C(=O)N([C@H](C)CO)C[C@@H](C)[C@H](CN(C)C(=O)CCN1CCCCC1)O2	10	4	16	23	7	-0.3	7	0.3
CC(=O)NC(CC(=O)NCCN1C(=O)S/C(=C\c2ccccc2)C1=O)c1ccccc1 (stereo not given)	4	0	-1	-16	4	·	·	0.2
CCOC(=O)N(C)c1c(CC)nc2c(OCc3ccc(OC(F)F)cc3)cccn12	5	-8	-2	-16	-13	0.0	-6	0.3
O=C(NCCc1ccccc1)[C@H]1N[C@H]2c3ccc(-c4ccccc4)c(=O)n3C[C@H]2[C@@H]1CO	0	·	-12	0	1	-0.2	-1	0.1
Cc1ccc(S(=O)(=O)NC(C)C(=O)OCC(=O)N(C)c2ccccc2)cc1 (stereo not given)	2	-4	-14	-4	-5	·	-5	0.2
CCCCNc1ccc2c(c1)OC[C@H](C)NS2(=O)=O	5	7	-3	3	·	0.0	·	0.1
C[C@@H]1CN([C@@H](C)CO)C(=O)c2cc(NC(=O)Nc3ccccc3)ccc2O[C@@H]1CN(C)Cc1ccccc1	-5	6	22	8	7	-0.1	5	0.4
Cc1cc(C(=O)NCCc2ccc(Cl)cc2)n(-c2ccccc2)n1	1	1	9	-20	-3	2.6	-4	0.2
CCCOc1ccc(-c2nc(-c3ccc([N+](=O)[O-])cc3)cs2)cc1	-2	2	0	-16	1	0.0	31	0.0
COc1cccc(/C=N/Nc2snc(SC)c2C#N)c1O	-15	-5	16	-4	·	-2.4	·	0.0
Cc1nc(NCCO)c2nnn(Cc3ccccc3F)c2n1	·	·	-5	3	2	·	0	·
CC(=O)c1ccc(-n2c(SCC(=O)c3c[nH]c4ccccc34)nc3ccccc3c2=O)cc1	2	12	0	-19	·	2.4	·	0.0
C[C@@H](NC(=O)[C@@H]1CCCN1C(=O)[C@@H]1CCCN1C(=O)c1ccccc1)c1ccccc1	3	11	1	-11	·	0.1	·	-0.1
COc1ccc(OC)c(-c2nnc(SCC(=O)NC3CCCCC3)o2)c1	3	14	5	-9	1	0.1	-1	0.2
CCOc1ccc(CNCCNC(=O)c2nonc2N)cc1	8	·	6	5	·	·	·	-0.4
Cc1ccccc1NC(=O)C(C)Sc1nnc(-c2ccncc2)n1CC1CCCO1 (stereo not given)	·	4	-2	-14	9	·	2	0.1
CCOc1ccc(Br)cc1CNCCN1CCOCC1	0	3	-2	-9	·	·	·	-0.1
N#Cc1nc(-c2ccc(F)cc2)oc1NCCN1CCOCC1	-19	3	-5	-45	8	0.0	7	0.5
COCC(=O)Nc1ccc2c(c1)[C@@H]1C[C@H](CC(=O)N[C@@H](C)c3ccccc3)O[C@@H](CO)[C@@H]1O2	-3	5	-3	10	7	0.3	1	0.3
Cc1ccc(NC(=O)CN(C)C(=O)C(C)OC(=O)c2ccccc2NCCO)cc1 (stereo not given)	3	-2	-6	-2	21	0.1	0	0.0
CCCCCCSc1cc(-c2nc3cc(C)ccn3c2NCCCC)ccc1OC	30&24	-9&7	29&-7	-62&-3	-14	-0.1	-20	0.1&-0.1
COC(=O)c1sccc1NC(=O)c1ccc(Cl)cc1	-8	3	9	-1	-2	0.6	-4	0.0
CC1(C)CCC(=O)N2CC[C@H]3C[C@H](OC(=O)Nc4ccc5c(c4)OCO5)C[C@@H]1[C@H]32	-95	4	0	1	-5	0.0	38	0.2
CC1(C)OC(c2ccccc2)=C/C(=C/C=N/NC(=O)c2ccncc2)O1	13	-16	-6	-29	·	2.4	·	0.1

High-throughput results as filed in PubChem.
